hERG protect: shields human hERG channel from block by proarrhythmic agents; Q12809; CHO-hERG, FluxOR thallium flux, dofetilide IC70 present; activation (rescue from dofetilide block), less the hit threshold, % at 10 µM; 0.51% of 310,000 active; AID 1511;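 active = activation above the mean of controls blocked by dofetilide plus 5 SD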;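 also: thallium influx through hERG after potassium depolarization seen as dye fluorescence rise; in these data hits start at about 4.7%; inactives centre near -7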
KCNK9 inh: human KCNK9 channel inhibition. HEK293 KCNK9, FluxOR thallium flux fluorescence; active compounds read low. B-score at 10 µM. 1.2% of 310,000 active;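 active = ratio B-score over 3 SD below the library mean, with starting fluorescence within 5 SD of its mean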;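 also: negative B-score means less thallium flux so channel inhibition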
KCNQ1 block: inhibitors of human KCNQ1 potassium channel; P51787; CHO-K1 KCNQ1, FluxOR thallium flux fluorescence; active compounds read high; B-score at 10 µM; 1.3% of 310,000 active; AID 2642;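 active = compounds whose thallium flux B-score, printed positive for inhibition, exceeds three library SD while starting fluorescence stays within three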;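 also: channel opened by potassium depolarization with thallium stimulus after 20 min compound exposure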
HDAC3 inh: blocks human histone deacetylase 3 | recombinant HDAC3, fluorogenic peptide/trypsin coupled, fluorescence | inhibition, % at 8.3 µM | 0.15% of 320,000 active | AID 2718; in the data active = inhibition above about 26%, passing the limit was not always enough; inconclusive = no clear call, values can overlap the other calls
Target sequence (O15379 whole entry, looked up): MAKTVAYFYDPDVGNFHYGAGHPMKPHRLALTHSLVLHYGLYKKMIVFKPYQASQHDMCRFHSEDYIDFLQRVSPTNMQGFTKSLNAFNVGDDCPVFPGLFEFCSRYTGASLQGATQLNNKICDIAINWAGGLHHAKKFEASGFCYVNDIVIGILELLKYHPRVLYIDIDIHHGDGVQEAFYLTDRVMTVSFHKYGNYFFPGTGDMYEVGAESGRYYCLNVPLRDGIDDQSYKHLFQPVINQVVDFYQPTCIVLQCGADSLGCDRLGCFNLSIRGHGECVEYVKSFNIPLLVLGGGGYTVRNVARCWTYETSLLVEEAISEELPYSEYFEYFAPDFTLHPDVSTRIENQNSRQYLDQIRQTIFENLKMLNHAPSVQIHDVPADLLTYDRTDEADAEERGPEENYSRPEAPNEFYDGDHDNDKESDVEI
GSK3beta inhib: inhibitors of human GSK3beta kinase. activity score (negative = inhibition), % at 10 µM. P49841. AID 2097. 0.038% of 300,000 active. GST-GSK3beta kinase, ADP-Glo luminescence, 60 min; active compounds read low;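 active = more than half of replicate wells score below -50%, meaning over 50% inhibition versus plate controls; inconclusive = some replicates but at most half score below -50%; inactive = no replicate scores below -50%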;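 also: 0% = median DMSO wells and -100% = median GW8510 positive control wells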
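Assay system: GST-tagged human GSK3beta kinase, cell-free; Input: 1.6 ng GSK3beta; Medium: Tris/MgCl2 kinase buffer; Timing: 60 min enzyme reaction, room temperature; Signal: ADP-Glo luminescence quantifying ADP generated by kinase; Evaluation: score relative to plate controls; Benchmarks: DMSO neutral wells and GW8510 at 20 µM as positive.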
KCNK3 inh: human KCNK3 channel inhibition, primary screen. O14649. CHO-KCNK3 thallium flux, FluxOR fluorescence; active compounds read low. B-score at 10 µM. 0.84% of 340,000 active. AID 602410;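 active = B-score under library mean minus 4 SD, starting fluorescence ratio at most library mean plus 5 SD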;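 also: more negative B-score means stronger inhibition of thallium flux through KCNK3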
Target sequence (O14649 whole entry, looked up): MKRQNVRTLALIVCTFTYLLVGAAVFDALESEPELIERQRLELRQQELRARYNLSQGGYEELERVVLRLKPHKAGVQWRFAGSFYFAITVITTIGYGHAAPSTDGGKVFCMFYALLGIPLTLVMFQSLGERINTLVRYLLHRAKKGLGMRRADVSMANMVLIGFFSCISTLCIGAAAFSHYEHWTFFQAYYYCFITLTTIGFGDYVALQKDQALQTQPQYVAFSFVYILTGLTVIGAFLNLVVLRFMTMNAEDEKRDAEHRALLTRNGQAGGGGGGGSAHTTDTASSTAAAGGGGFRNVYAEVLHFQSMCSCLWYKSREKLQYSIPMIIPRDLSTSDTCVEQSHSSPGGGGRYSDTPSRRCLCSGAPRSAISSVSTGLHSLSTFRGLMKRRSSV
RGS4 pot: RGS4 potentiation or activation | 0.92% of 310,000 active | AID 463111 | B-score at 10 µM | HEK293 M3R/inducible RGS4, carbachol calcium flux Fluo4; active compounds read low;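 active = B-score of the integrated calcium signal more than 4 SD below the library mean, with starting fluorescence not abnormally high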;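 also: negative B-score means reduced calcium response which marks RGS4 activation or potentiation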
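Material: Inducible-RGS4 HEK293 cells carrying M3 receptor; also added: carbachol at ECmax as muscarinic agonist stimulus; incubation: compound preincubation 20 min at room temperature before agonist; signal: Fluo4-AM (2 µM) calcium-flux fluorescence, kinetic read; measure: integrated calcium ratio converted to B score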
KCNQ1 pot: potentiates or activates the human KCNQ1 potassium channel; B-score at 10 µM; 0.35% of 310,000 active; P51787; AID 2648; CHO-K1 KCNQ1, thallium flux FluxOR fluorescence; active compounds read high;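 active = fluorescence ratio B-score, a plate-corrected score, at least three library SD, with initial intensity B-score within 5 SD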
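assay system = CHO-K1 cells stably expressing KCNQ1 | medium = assay buffer, equal DMSO in all wells | timing = 37 °C overnight plating, 90-min dark dye load, 20-min compound pretreatment | measured by = kinetic FluxOR thallium fluorescence, 10-s 1-Hz baseline, 110-s post-stimulus read | measure = fluorescence change relative to baseline, converted to B score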
DYRK1A inh: blocks rat Dyrk1A kinase activity | Q63470 | ADP-Glo luminescence, NFATc1 peptide | inhibition, % at 12.5 µM | 0.43% of 310,000 active | AID 504441; in the data active = inhibition above about 50%;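 also: plate controls were vehicle with enzyme for no effect and no enzyme for full effect; many of its hits are not listed in these tables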
PolyA inhibitor: inhibitors of polyadenylation in S. cerevisiae | S. cerevisiae SKY197-pL101 polyadenylation reporter, beta-gal luminescence; efflux-impaired pdr1/pdr3 knockout yeast; score 100 = 6 SD above DMSO | 0.02% of 300,000 active | calls only at 12 µM;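 active = lowest replicate activity score at least 50, where 100 means six control SD above control mean; inconclusive = lowest score under 50 but half or more replicates reach 50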;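 also: yeast exposed to compound for 9 h at 30 °C; higher score means more reporter readthrough which indicates perturbed polyadenylation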
GSK3 alpha inh: human GSK-3 alpha kinase inhibition. P49840. ADP-Glo luminescence, 60 min. inhibition, % at 10 µM. 0.1% of 320,000 active;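 in the data active = inhibition above about 50%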;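 also: GST-tagged GSK-3 alpha with peptide substrate and 25 µM ATP; 0% = DMSO neutral wells and 100% = GW8510 positive control wells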
* marks the source's active call; other numbers are inactive results; i = inactive; ? = inconclusive; nt = no result given; & = joins results of further samples; ! = a repeat was not active. Only part of the results is shown; the hit share may differ from the screen's.

SMILES	hERG protect	KCNK9 inh	KCNQ1 block	HDAC3 inh	GSK3beta inhib	KCNK3 inh	RGS4 pot	KCNQ1 pot	DYRK1A inh	PolyA inhibitor	GSK3 alpha inh
CCn1c(CNc2ccc(Cl)cc2)nnc1SCC(=O)OC1CCCCC1	-5	i	i	-6	2	i	i	i	nt	i	-1
CCOC(=O)c1ccc(NC(=O)CCOc2ccccc2)cc1	-9	i	i	-8	4	i	i	i	0	i	0
CN1CCN(C(=O)c2ccc(CNS(=O)(=O)c3ccc(F)c(Cl)c3)cc2)CC1	-3	i	i	-11	1	i	i	i	4	i	nt
COc1cc(NC(=O)c2ccc(Br)cc2)ccc1NC(=O)c1cc2ccccc2o1	-4	i	i	-4	1	i	i	i	-5	i	-2
Brc1ccc(CSc2nnc(-c3ccccn3)n2Cc2ccco2)cc1	-16	-16*	i	6	0	i	i	i	1	i	0
Cc1cccc(C(=O)NC(=S)NNC(=O)c2ccccc2Cl)c1	-1	i	i	4	1	i	i	i	-4	i	0
COc1ccccc1N1CC(C(=O)Nc2nnc(SCc3cccnc3)s2)CC1=O (configuration not stated)	-12	i	i	4	1	i	i	i	-1	i	0
Cc1cc(NC(=O)CCC2CCCCC2)no1	-6	i	i	1	-1	i	i	i	50	i	1
CCc1nnc(NS(=O)(=O)c2ccc(NC(=S)NC(=O)c3ccc(Br)cc3)cc2)s1	-7	i	i	6	-20	i	i	i	12	i	-6
O=C(c1ccc(S(=O)(=O)Nc2ccccc2F)cc1)N1CCN(c2ccccc2O)CC1	-21	i	i	-7	-4	i	i	i	1	i	-1
Cc1cccc(NC(=O)Cc2coc3ccc4ccccc4c23)n1	-6	i	i	3	-1	i	i	i	4	i	-1
CC(=O)C1=C(C)NC(=O)NC1c1ccccc1 (configuration not stated)	-5	i	i	5	2	i	i	i	-4	i	1
CC(=O)Nc1nonc1NC(=O)COc1ccccc1	-6	i	i	-3	-3	i	i	i	0	nt	-1
Cc1cc(=O)n2nc(N3CCCC(C(=O)NCCC4=CCCCC4)C3)sc2n1 (configuration not stated)	-3	i	i	3	-2	i	i	i	5	i	-1
CC(OC(=O)C1CCC1)C(=O)Nc1cc(Cl)cc(Cl)c1 (configuration not stated)	-12	i	i	4	0	-9*	i	i	5	i	-1
Cn1ncc(C#N)c1/N=C/N(Cc1ccccc1)Cc1ccccc1	-11	-15*	i	11	-8	-8.9*	i	i	27	i	10
O=C(Nc1ccc(Cl)c([N+](=O)[O-])c1)c1ccncc1	-3	i	i	-2	-1	i	i	i	7	i	-3
N#CCCn1cc(/C=C(\C#N)c2nc3ccccc3s2)c(-c2ccc(F)cc2)n1	-19	i	i	-5	-2	i	i	i	1	i	0
CC(C)(C)c1ccc(OCCCC(=O)NNC(=O)c2ccccc2O)cc1	-28	i	8*	nt	-2	i	i	i	-7	i	-1
COc1ccc(CCC(=O)N2CCCC(Nc3ccc(C)c(C)c3)C2)cc1OC (configuration not stated)	-6	i	i	-3	-1	i	i	i	nt	i	-1
O=S1(=O)CCOC[C@H](CC2CCCCC2)N1Cc1ccc(Cl)cc1	-3	i	i	-4	0	i	i	i	13	i	5
O=C(Nc1ccc(F)cc1)N(Cc1cccs1)Cc1cc2cc3c(cc2[nH]c1=O)OCO3	-7	-11*	i	1	1	i	i	i	nt	i	-2
CCOC(=O)c1ccc(-n2c(=O)[nH]c3ccccc3c2=O)cc1	-5	i	i	4	-1	i	i	i	6	i	0
Cc1cc(C)c(C#N)c(Oc2ccc(F)cc2)n1	-10	i	i	-6	-2	i	i	i	5	i	1
Cc1cc(OCC(=O)NC2CCN(Cc3ccccc3)CC2)c2c(C)cc(=O)oc2c1	-7	i	i	-7	2	i	i	i	2	i	3
SMILES	hERG protect	KCNK9 inh	KCNQ1 block	HDAC3 inh	GSK3beta inhib	KCNK3 inh	RGS4 pot	KCNQ1 pot	DYRK1A inh	PolyA inhibitor	GSK3 alpha inh
COc1cc(/C=N/NC(=O)c2cccnc2)ccc1OC(=O)c1ccc([N+](=O)[O-])cc1	-8	i	i	8	-3	i	i	i	-5	i	0
NC(=O)c1ccc(NC(=O)CN2CCOCC2)cc1	3	i	i	-2	-1	i	i	i	nt	i	-5
CCCOC(c1ccccc1)(c1ccccc1)C(Oc1nc(C)cc(C)n1)C(=O)O (configuration not stated)	-8	i	i	-3	0	i	i	i	7	i	-5
COC(C(=O)N/N=C(\C)c1ccc(O)cc1)c1ccccc1 (configuration not stated)	5.1*	i	i	4	nt	i	i	i	-2	i	8
C[c-]1[c-](C)[c-](C)[c-](C)[c-]1C.[Fe].c1cc2nccc(N3CCCC3)[c-]2c1 (configuration not stated)	-6	i	i	29*!	-2	i	i	i	-2&0	i	2&2
Cc1ccc(NC(=S)c2ccncc2)c(C)c1	-7	i	i	2	-11	i	i	i	16	i	12
CC(=O)Oc1ccc(NC(=O)C2CCCCC2)c(C(=O)O)c1	-11	i	i	-19	2	i	i	i	3	nt	0
CC1=NN(c2cccc(Cl)c2)C(=O)C1	-4	i	i	-1	-6	i	i	i	5	i	-1
Cc1ccc(-n2nc(-c3ccccc3)cc2Nc2ccccc2N)cc1	-13	i	i	17	1	i	i	i	-3	i	-1
CCn1cc(CN2CCC(n3nccc3NC(=O)CCc3ccccc3)CC2)cn1	-10	i	i	-3	2	i	i	i	-4	i	-1
N#C/C(C(=O)c1ccccc1)=C1/CCCCCN1	0	i	i	4	0	i	i	i	-4	i	2
COc1ccc(N(CC(=O)NCCSc2ccccc2)S(C)(=O)=O)cc1	-5	i	i	-3	2	i	i	i	-2	i	0
O=C(CCC(=O)N/N=C/c1ccc(Br)o1)N/N=C/c1ccc(Br)o1	-4	i	i	-1	6	i	i	i	-7	i	-1
Cn1cc(CCC(=O)NCCCc2ccccc2)c2ccccc21	-8	i	i	7	1	i	i	i	0	i	0
COc1ccccc1N1CCN(C(=O)Nc2ccc(F)c(Cl)c2)CC1	-11	i	i	-4	2	i	i	i	3	i	nt
Cc1cnc(C(=O)OC(C(=O)c2c[nH]c3ccccc23)c2ccccc2)cn1 (configuration not stated)	-7	-20*	i	3	nt	-11*	i	i	1	i	-1
CCOC(=O)c1ccc(NC=C2C(=O)OC3(CCCCC3)OC2=O)cc1	-10	i	i	-23	4	i	i	i	3	i	-4
C[N+]1(C2CCC3CCCC2C3O)CCCCC1 (configuration not stated)	-6	i	i	-6	1	i	i	i	-1	i	-1
CC(C)NC(=O)C(C)Oc1ccc(S(=O)(=O)NCc2ccc3c(c2)OCO3)cc1 (configuration not stated)	-8	i	i	-6	0	i	i	i	13	i	0
CCOC(=O)Cc1nnn(CC(=O)OCC)n1	-5	i	i	-6	1	i	i	i	2	i	-1
CCOc1ccc(/C=C2\SC(=S)N(N3C(=O)C4CC4C3=O)C2=O)cc1 (configuration not stated)	-6	i	i	-2	3	i	i	i	-5	i	nt
Cc1nc2scc(C)n2c(=O)c1S(=O)(=O)NC(C)c1ccccc1 (configuration not stated)	-7	i	i	-21	3	i	i	i	-4	i	-4
O=C(N/N=C/c1cc2c(cc1Cl)OCO2)c1cccc(Br)c1	-9	i	i	-1	-1	i	i	i	0	i	0
CCOc1ccccc1/C=N/NC(=O)CNC(=O)c1ccc(S(=O)(=O)N2CCOCC2)cc1	-14	i	i	10	-1	i	i	i	3	i	-2
CCCOc1ccc(OCCOCCN2CCc3ccccc3C2)cc1	-10	i	i	4	-2	i	i	i	-1	i	nt

In the list so far, these contain a nitro group on carbon:
SMILES	hERG protect	KCNK9 inh	KCNQ1 block	HDAC3 inh	GSK3beta inhib	KCNK3 inh	RGS4 pot	KCNQ1 pot	DYRK1A inh	PolyA inhibitor	GSK3 alpha inh
O=C(Nc1ccc(Cl)c([N+](=O)[O-])c1)c1ccncc1	-3	i	i	-2	-1	i	i	i	7	i	-3
COc1cc(/C=N/NC(=O)c2cccnc2)ccc1OC(=O)c1ccc([N+](=O)[O-])cc1	-8	i	i	8	-3	i	i	i	-5	i	0

Other results.
SMILES	hERG protect	KCNK9 inh	KCNQ1 block	HDAC3 inh	GSK3beta inhib	KCNK3 inh	RGS4 pot	KCNQ1 pot	DYRK1A inh	PolyA inhibitor	GSK3 alpha inh
C=CCNc1nc(N)c([N+](=O)[O-])c(NCc2ccccc2)n1	-2	i	i	5	-1	i	i	i	-4	i	0
O=C(O)c1ccccc1NS(=O)(=O)c1cccc(-n2sc3ccccc3c2=O)c1	-21	i	i	54*	-1	i	i	13*	5	i	-4
CCOc1cccc2sc(N(CCCN(C)C)C(=O)Cc3ccccc3)nc12	-18	i	i	nt	-11	i	i	i	1	i	12
CN(c1ccccc1)S(=O)(=O)c1ccc(NC(=O)C2CC2)cc1	-12	i	i	3	1	i	i	i	0	i	0
CO/N=C(\Cn1ncc(N2CCOCC2)c(Br)c1=O)c1ccc(Cl)cc1	-4	i	i	?	0	i	i	i	3	i	-1
Cn1c2c(c(=O)n(C)c1=O)C(C(F)(F)F)(C(F)(F)F)N=C(c1ccc(Cl)cc1)N2	-17	i	7*	?	-2	i	i	i	2	i	1
Cc1cc2c(c(=O)n1CC1CCCO1)C(c1ccco1)C(C#N)=C(N)O2 (configuration not stated)	-14	i	i	-27	1	i	i	i	4	i	1
CC(=O)/C=C\c1cn(-c2ncc(C(F)(F)F)cc2Cl)c2ccccc12	-10	i	6*	-3	-2	i	i	i	-6	i	1
CCOc1ccc(C(CC(=O)O)NC(=O)C23CC4CC(CC(C4)C2)C3)cc1 (configuration not stated)	1	i	i	1	4	i	i	i	1	i	-4
COc1cc(OC)cc(C(=O)NC2CCN(CCCOc3ccccc3)CC2)c1	-3	i	i	-2	4	i	i	i	0	i	-3
CCOc1ccc2cc(C(=O)NCc3ccccc3)c(=N)oc2c1	-3	i	i	-16	6	i	i	i	0	i	-3
Cc1cc(F)ccc1S(=O)(=O)N1CCCOC1CNC(=O)C(=O)NCCN1CCOCC1 (configuration not stated)	-1	i	i	2	1	i	i	i	-7	i	-1
Cc1ccc(-c2cc(-c3ccccc3)no2)c(O)c1	1	i	i	4	2	i	i	i	-1	i	-1
COC(=O)C1=C(N)OC2=C(C(=O)CC(C)(C)C2)C1c1cc2c(cc1Cl)OCO2 (configuration not stated)	-7	i	i	5	1	i	i	i	15	i	0
